KLK7 zymogen act: proKLK7 zymogen activators, primary screen, biochemical, fluorescence intensity; Kallikrein-7 (Homo sapiens), P49862; AID 652039, 2013; actives 0.9% (n = 370,000); purified proKLK7, EDANS-DABCYL substrate fluorescence; 100% is mature enzyme control, 0% vehicle; activation, % at 7 µM;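 active = activation above the mean of all tested compounds plus 3 SD, computed per campaign excluding outliers beyond control limits, cut at about 13% in these data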
Target sequence (P49862 whole entry, looked up): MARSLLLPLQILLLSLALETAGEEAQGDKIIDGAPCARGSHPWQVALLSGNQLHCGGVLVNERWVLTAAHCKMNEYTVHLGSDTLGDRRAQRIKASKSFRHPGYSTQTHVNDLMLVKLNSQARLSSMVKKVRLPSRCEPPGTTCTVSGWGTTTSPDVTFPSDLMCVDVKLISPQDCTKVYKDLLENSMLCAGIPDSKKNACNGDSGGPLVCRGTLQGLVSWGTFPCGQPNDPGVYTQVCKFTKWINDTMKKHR
Tn7 DDE FP: inhibitors of Tn7 peptide binding to fibrin DD(E), primary screen, biochemical, fluorescence polarization, human fibrin, Tn7 probe; Fibrinogen beta chain (Homo sapiens), P02675; FP displacement of FITC-Tn7 peptide from fibrin DD(E); 0% = median of compound wells per plate; inhibition, % at 8.3 µM; actives 0.13% (n = 370,000); AID 720508, 2013;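 active = inhibition above the mean of compounds falling within the control limits plus 3 SD of them, cut at about 14% in these data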;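 also: 0% = plate median of compound wells and 100% = 10 µM Aha-Tn7 peptide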
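Also added: labelled Tn7 tracer, 0.1 µM; Assay system: human fibrin DD(E) protein; Amount: 2 µM fibrin DD(E); Schedule: 10 min compound pre-incubation, 3 h probe incubation at room temperature; Repeats: one replicate per compound; Read-out basis: percent inhibition; Measured by: fluorescence polarization of the labelled Tn7 tracer.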
MBD2 DNA inh: inhibitors of MBD2 binding to methylated DNA, primary screen, biochemical, TR-FRET, DNA-binding domain, human; MBD2 binding to methylated oligonucleotide; inhibition, % at 4.4 µM; actives 0.31% (n = 370,000); AID 686964, 2013; in the data active = inhibition above about 13%
LEDGF integ inh: blockers of LEDGF/p75-dependent integrase strand transfer – biochemical, TR-FRET, high throughput, primary screen; HIV-1 integrase (with human LEDGF/p75); actives 0.64% (n = 370,000); inhibition, % at 3.7 µM; TR-FRET IN-LEDGF/p75 DNA integration, Eu/Cy5;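 active = inhibition above the screen-wide mean plus 3 SD, cut at about 13% in these data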;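 also: signal is the Cy5 over europium emission ratio at 671 and 618 nm; 0% = plate median of compound wells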
PRMT1 FP inh: PRMT1 methyltransferase inhibitors, primary screen, biochemical, fluorescence polarization; Protein arginine N-methyltransferase 1 (Homo sapiens), Q99873; recombinant PRMT1, activity-based probe fluorescence polarization; inhibition, % at 2.79 µM; actives 1.3% (n = 370,000);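 active = inhibition above about 21% made by adding two undisclosed values, limit read from the data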
Target sequence (Q99873 whole entry, looked up): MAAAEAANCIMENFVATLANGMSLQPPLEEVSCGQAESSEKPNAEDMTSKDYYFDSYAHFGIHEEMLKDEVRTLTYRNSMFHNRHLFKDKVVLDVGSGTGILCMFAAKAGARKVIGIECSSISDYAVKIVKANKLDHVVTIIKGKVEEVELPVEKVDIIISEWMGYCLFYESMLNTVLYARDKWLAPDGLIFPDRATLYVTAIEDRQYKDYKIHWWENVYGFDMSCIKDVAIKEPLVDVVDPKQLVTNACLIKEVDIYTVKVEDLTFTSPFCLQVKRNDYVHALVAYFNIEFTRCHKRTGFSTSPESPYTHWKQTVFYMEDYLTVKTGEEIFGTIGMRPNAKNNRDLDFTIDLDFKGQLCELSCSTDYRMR
DDE Tn6 FP inh: inhibitors of Tn6 peptide binding to fibrin DD(E), primary screen, biochemical, fluorescence polarization, human fibrin, Tn6 probe. Fibrinogen beta chain (Homo sapiens), P02675. Fibrin DD(E) TRITC-Tn6 fluorescence polarization displacement. inhibition, % at 8.3 µM. actives 0.21% (n = 370,000);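 active = inhibition above a per-campaign cutoff: mean of compounds within control limits plus 3 SD, cut at about 15% in these data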;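 also: 0% = median of all compound wells on the plate and 100% = blocking peptide control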
UHRF1 MBD2 ctr: UHRF1 methylated DNA binding inhibitors, primary screen, counter-screen for MBD2 inhibitor project, biochemical, TR-FRET, human UHRF1, single concentration; E3 ubiquitin-protein ligase UHRF1 (Homo sapiens), Q96T88; UHRF1 binding to methylated oligo; inhibition, % at 4.4 µM; actives 0.75% (n = 370,000); AID 687016, 2013; in the data active = inhibition above about 21%;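 also: UHRF1 SRA domain binding a hemimethylated CpG hairpin DNA probe; 0% = median of test compound wells and 100% = reference inhibitor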
SIAE primary: human SIAE inhibitors, primary screen, biochemical, fluorescence polarization, FP-Rh probe, 1536-well HTS; actives 0.69% (n = 370,000); inhibition, % at 9.66 µM; SIAE FP-Rh probe binding;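 active = inhibition above a cutoff: mean of compounds within the control limits plus 3 SD of those, cut at about 17% in these data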;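 also: 0% = plate median of compound wells and 100% = probe without SIAE protein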
TCR CD3 inh: inhibitors of human TCR-CD3 interaction, primary screen, biochemical, fluorescence, TAMRA-labeled TCR probe; actives 0.37% (n = 360,000); T-cell receptor (TCR); inhibition, % at 9.4 µM; AID 651800, 2012; in the data active = inhibition above about 19%;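 also: recombinant mutant TCR 2C K166C tagged with TAMRA read by polarization; 0% = receptor in buffer alone and 100% = receptor with positive control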
TDP2 inh: human TDP2 enzyme inhibitors, primary screen, biochemical, epi absorbance, recombinant enzyme | actives 0.34% (n = 370,000) | T5PNP hydrolysis, p-nitrophenol absorbance 415 nm | AID 720702, 2013 | inhibition, % at 12.8 µM | Tyrosyl-DNA phosphodiesterase 2 (Homo sapiens), O95551;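 active = inhibition above the mean of all tested compounds plus 3 SD, set per campaign, cut at about 25% in these data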;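 also: 0% = DMSO with enzyme and 100% = buffer with substrate but no TDP2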
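Read-out basis: percent inhibition. System: recombinant human TDP2. Buffer or medium: Mg2+-containing Tris-HCl buffer, pH 7.5. Repeats: single replicate. Timing: reaction 2 h, 37 °C. Benchmarks: high control without enzyme, low control DMSO plus TDP2. Probe or stimulus: 5 mM T5PNP. Doses: 12.8 µM only. Measured by: epi absorbance of p-nitrophenol freed from T5PNP by hydrolysis.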
* = called active by the depositor.

Screens in order – KLK7 zymogen act | Tn7 DDE FP | MBD2 DNA inh | LEDGF integ inh | PRMT1 FP inh | DDE Tn6 FP inh | UHRF1 MBD2 ctr | SIAE primary | TCR CD3 inh | TDP2 inh
CN1C(=O)C(C2CCCCC2)C(=O)N(C)C1=O
 : 0.1 | 1.9 | 1.4 | 54.7* | 0.7 | 6.6 | 0.2 | 3.1 | 4.3 | -2.6
COC(=O)C1C(C(=O)O)C2(Cl)C(Cl)=C(Cl)C1(Cl)C2(Cl)Cl (centres undefined)
 : -0.6 | -7.7 | 1.3 | 0.6 | 4.2 | -4.9 | 0.9 | -8.4 | 2.2 | 8.6
N#CCCn1cc(C(=O)O)c(-c2cccc([N+](=O)[O-])c2)n1
 : -0.2 | 0.3 | -2.0 | -0.1 | -4.5 | 1.5 | -1.0 | 4.5 | -1.2 | 6.7
O=C(NCC1=C(c2cccc3ccccc23)C[C@@H]2CC[C@H]1N2Cc1ccco1)c1ccncc1
 : 0.6 | -5.5 | -7.7 | 5.7 | -0.4 | -2.3 | -1.7 | -8.7 | -3.4 | -14.0
CCCCN1CCC(C#N)(Nc2ccccc2)CC1
 : 0.4 | -2.7 | -0.9 | 1.2 | -1.9 | -2.2 | -1.2 | -3.7 | 1.1 | -2.4
O=C(NCC1=C(c2ccc3ccccc3c2)C[C@@H]2CC[C@H]1N2Cc1ccco1)c1nccs1
 : 0.3 | -9.3 | 1.6 | 7.3 | -0.9 | 1.5 | -0.2 | -4.0 | -3.2 | -16.7
COc1cc(C(=O)NC(=S)N2C[C@H]3C[C@H](C2)c2cccc(=O)n2C3)cc(OC)c1OC
 : -0.2 | -0.2 | -0.3 | -6.1 | 4.1 | -0.4 | 3.2 | 0.0 | -0.1 | -5.3
COC(=O)N1C(c2ccccc2)C1c1ccccc1 (centres undefined)
 : -0.3 | -2.6 | 0.7 | -0.2 | -1.1 | 5.7 | -1.3 | 3.6 | 6.4 | -5.2
Cc1ccc(-n2c(-c3cccs3)nc3ccccc3c2=O)cc1
 : 0.4 | 8.8 | -0.1 | 1.0 | 2.1 | -2.6 | 0.8 | -3.9 | 5.8 | 4.4
C=CCn1c(O)c(C(CC)=NCc2ccc3c(c2)OCO3)c(=O)[nH]c1=O
 : 0.8 | -7.8 | -1.6 | -3.2 | 0.2 | 2.3 | 0.1 | -5.6 | 2.0 | 4.8
O=C1NC(=O)C(Cc2ccccc2)(Cc2ccccc2)C(=O)N1Cc1ccccc1
 : 0.2 | -1.7 | -2.2 | 1.4 | 1.6 | -9.8 | -3.1 | -6.9 | 0.9 | 1.2
CCN(CC)c1ccc(N=Cc2c(O)n(-c3ccc(OC)cc3)c(=O)[nH]c2=O)cc1
 : 0.2 | -7.5 | -6.3 | 12.8 | 18.8 | 4.2 | -5.1 | 5.0 | 0.1 | -11.4
CCN(CC)C(=O)c1ccc(NC(=O)c2ccc(N3CCCC3=O)cc2)cc1
 : -0.5 | 4.4 | -5.9 | 2.7 | -4.6 | 2.3 | 2.5 | -3.4 | -10.5 | -16.3
Cc1nc2ncnn2c(C)c1CCC(=O)N1CCC2(CC1)OCCO2
 : -0.2 | 2.0 | 6.8 | -1.3 | -2.0 | 0.2 | 3.3 | 2.3 | -2.2 | -19.3
CCOc1cccc(N2C(=O)CC(=O)NC2=O)c1
 : 0.5 | 3.0 | 4.1 | 1.4 | 4.4 | 2.0 | 15.9 | -3.2 | -2.6 | -5.2

Compounds above with an aryl methoxy group, in the order listed:
Screens in order – KLK7 zymogen act | Tn7 DDE FP | MBD2 DNA inh | LEDGF integ inh | PRMT1 FP inh | DDE Tn6 FP inh | UHRF1 MBD2 ctr | SIAE primary | TCR CD3 inh | TDP2 inh
COc1cc(C(=O)NC(=S)N2C[C@H]3C[C@H](C2)c2cccc(=O)n2C3)cc(OC)c1OC
 : -0.2 | -0.2 | -0.3 | -6.1 | 4.1 | -0.4 | 3.2 | 0.0 | -0.1 | -5.3
CCN(CC)c1ccc(N=Cc2c(O)n(-c3ccc(OC)cc3)c(=O)[nH]c2=O)cc1
 : 0.2 | -7.5 | -6.3 | 12.8 | 18.8 | 4.2 | -5.1 | 5.0 | 0.1 | -11.4

The listing continues:
Screens in order – KLK7 zymogen act | Tn7 DDE FP | MBD2 DNA inh | LEDGF integ inh | PRMT1 FP inh | DDE Tn6 FP inh | UHRF1 MBD2 ctr | SIAE primary | TCR CD3 inh | TDP2 inh
CC(C)c1ccc(C2N3CCCN23)cc1 (centres undefined)
 : 0.2 | 8.3 | 4.8 | -1.4 | 2.8 | -6.8 | 2.6 | -7.7 | -1.2 | 3.0
CCOC(=O)c1c(/N=C/C2C(=O)NC(=O)NC2=O)sc2c1CCC2
 : -0.4 | 3.2 | -5.0 | 1.6 | 3.4 | 4.3 | -6.9 | 4.3 | 1.1 | 4.9
S=C(N1CCCCCC1)N1CC1
 : 0.3 | 4.0 | -2.9 | -3.5 | 3.8 | 3.8 | 2.5 | 4.8 | -7.3 | 4.1
O=C1C2(Cl)C3(Cl)C4(Cl)C(Cl)(Cl)C5(Cl)C3(Cl)C1(Cl)C5(Cl)C24Cl (centres undefined)
 : 0.2 | -9.3 | 7.7 | -2.6 | 4.8 | -7.4 | 0.8 | -21.7 | -7.2 | -5.9
CCC(C)(C)c1ccc(O)cc1
 : 0.1 | 6.7 | 4.8 | -5.0 | 0.5 | 1.1 | 2.9 | 6.1 | -3.9 | 8.7
CCC(=NCCO)c1c(O)n(C2CCCCC2)c(=O)[nH]c1=O
 : -0.5 | -4.5 | 6.0 | -1.5 | -1.6 | -4.6 | 0.3 | 0.1 | 7.1 | -4.5
CC(=O)N1CN2CN(C(C)=O)CC(C(=O)c3ccc(Br)cc3)(C2)C1
 : -0.6 | 3.5 | 1.1 | -5.3 | -2.1 | -1.1 | -2.3 | -6.6 | 4.9 | -16.9
CCCN1CCC[C@@H]2Cc3nc(N)ncc3C[C@H]21
 : -0.3 | -0.7 | -0.6 | -0.3 | -2.9 | 4.9 | -1.1 | -0.6 | -2.2 | 0.7
CC(Cc1ccccc1)NC(=O)CN1CCCC1=O (centres undefined)
 : -0.3 | 0.8 | 2.2 | 1.0 | -2.7 | -8.1 | -3.8 | 8.5 | -1.4 | 7.4

Pulled one by one from the entries so far (5):
Screens in order – KLK7 zymogen act | Tn7 DDE FP | MBD2 DNA inh | LEDGF integ inh | PRMT1 FP inh | DDE Tn6 FP inh | UHRF1 MBD2 ctr | SIAE primary | TCR CD3 inh | TDP2 inh
CC(Cc1ccccc1)NC(=O)CN1CCCC1=O (centres undefined)
 : -0.3 | 0.8 | 2.2 | 1.0 | -2.7 | -8.1 | -3.8 | 8.5 | -1.4 | 7.4
CCC(C)(C)c1ccc(O)cc1
 : 0.1 | 6.7 | 4.8 | -5.0 | 0.5 | 1.1 | 2.9 | 6.1 | -3.9 | 8.7
CC(=O)N1CN2CN(C(C)=O)CC(C(=O)c3ccc(Br)cc3)(C2)C1
 : -0.6 | 3.5 | 1.1 | -5.3 | -2.1 | -1.1 | -2.3 | -6.6 | 4.9 | -16.9
CCC(=NCCO)c1c(O)n(C2CCCCC2)c(=O)[nH]c1=O
 : -0.5 | -4.5 | 6.0 | -1.5 | -1.6 | -4.6 | 0.3 | 0.1 | 7.1 | -4.5
CCCN1CCC[C@@H]2Cc3nc(N)ncc3C[C@H]21
 : -0.3 | -0.7 | -0.6 | -0.3 | -2.9 | 4.9 | -1.1 | -0.6 | -2.2 | 0.7

From PubChem

This is a subset; rates above refer to the full screens.
